High-throughput results deposited in PubChem by The Scripps Research Institute Molecular Screening Center.
TAAR1 antag: antagonists of human TAAR1. inhibition, % at 3 µM. CHO RD-HGA16 TAAR1, Fluo-8 calcium fluorescence, antagonist. Q96RJ0. 1.5% of 360,000 active;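 active = inhibition above a per-plate cutoff, the mean inhibition of test compounds on that plate plus 3 SD, cut at about 49% in these data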;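 also: 0% = DMSO plus EC80 beta-PEA response and 100% = DMSO alone without agonist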
Target sequence (Q96RJ0 whole entry, looked up): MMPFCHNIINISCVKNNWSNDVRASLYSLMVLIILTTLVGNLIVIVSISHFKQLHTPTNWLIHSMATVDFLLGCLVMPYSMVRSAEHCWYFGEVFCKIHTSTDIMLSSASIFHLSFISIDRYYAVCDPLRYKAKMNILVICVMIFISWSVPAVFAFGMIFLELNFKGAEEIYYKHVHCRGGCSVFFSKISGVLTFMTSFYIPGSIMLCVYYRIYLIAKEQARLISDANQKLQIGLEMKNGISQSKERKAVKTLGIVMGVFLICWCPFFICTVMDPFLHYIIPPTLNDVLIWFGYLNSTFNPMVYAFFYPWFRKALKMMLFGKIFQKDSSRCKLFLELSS
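Test system: hTAAR1-expressing CHO RD-HGA16 cells, Gα16-coupled; Probe or stimulus: EC80 β-phenethylamine stimulus; Compound dosing: single nominal final test compound concentration of 3 µM; Timing: 140 s kinetic read after compound, 140 s after agonist; Signal: Fluo-8 calcium-sensitive fluorescence; Measure: % inhibition of agonist calcium response; Controls: DMSO and EC80 PEA controls.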
V1aR counter: counter-screen for oxytocin receptor agonists: human V1a receptor agonists | AID 2797 | CHO-V1R cells, Fluo-8 calcium fluorescence, agonist mode; 0% DMSO, 100% 3 nM vasopressin | P37288 | activation, % at 3 µM | 0.25% of 320,000 active;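 active = activation above the mean activation of all tested compounds plus 3 SD, per screening run, cut at about 20% in these data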;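 also: signal is peak over basal fluorescence ratio across a 100 second FLIPR read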
OXTR potentiator: potentiators of human oxytocin receptor. AID 2445. activation, % at 3 µM. CHO-OTR cells, Fluo-8 calcium fluorescence, potentiator mode; 0% = oxytocin EC15, 100% = EC100. 0.061% of 320,000 active;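 active = activation above that plate's cutoff, the mean activation of tested compounds plus 3 SD, cut at about 6.6% in these data, passing the limit was not always enough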;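 also: 100% uses oxytocin at 75 nM as the full agonist control; some results filed as inactive read as strong as hits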
Target sequence (P30559 whole entry, looked up): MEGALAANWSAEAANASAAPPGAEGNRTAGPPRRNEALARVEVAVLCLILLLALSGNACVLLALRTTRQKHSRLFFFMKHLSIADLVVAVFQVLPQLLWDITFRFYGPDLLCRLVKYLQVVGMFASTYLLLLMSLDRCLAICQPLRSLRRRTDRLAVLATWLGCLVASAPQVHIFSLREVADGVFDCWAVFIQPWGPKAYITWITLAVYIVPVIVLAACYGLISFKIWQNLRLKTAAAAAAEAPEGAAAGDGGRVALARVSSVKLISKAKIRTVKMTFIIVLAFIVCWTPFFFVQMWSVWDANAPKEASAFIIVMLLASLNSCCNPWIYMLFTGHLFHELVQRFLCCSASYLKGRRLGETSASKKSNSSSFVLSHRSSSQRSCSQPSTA
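Assay system: CHO-OTR cells, human receptor / Also added: oxytocin at about EC15, sub-maximal agonist stimulus / Dosing: single dose, 3.0 µM nominal final compound concentration / Incubation: 6 min pre-incubation, 100 s read / Technique: Fluo-8 calcium dye fluorescence / Read-out: % activation vs EC15 and EC100 oxytocin / Benchmarks: EC15 oxytocin low, 75 nM oxytocin high / Replicates: singlicate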
CHO-K1 Ca antag: M1 antagonist counterscreen hit in parental CHO-K1 cells; ATP-induced calcium, Fluo-8 fluorescence; inhibition, % at 3 µM; 0.6% of 360,000 active;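 active = inhibition above a per-plate cutoff, the plate's mean sample inhibition plus 3 SD, cut at about 24% in these data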;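 also: 0% = DMSO plus EC80 ATP and 100% = DMSO alone without ATP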
M1 PAM parental: nonselective activator or artifact in parental CHO-K1 calcium assay. ATP EC20, Fluo-8 calcium fluorescence; 0% at ATP EC20, 100% at ATP max. activation, % at 3 µM. 0.02% of 360,000 active. AID 602247;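 active = activation above the run cutoff, the mean activation of all test compounds plus 3 SD, cut at about 40% in these data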;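 also: peak over basal fluorescence ratio in a 140 s read after ATP addition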
GPR7 antagonist: human neuropeptides B/W receptor 1 antagonism; P48145; GPR7-expressing cells, fluorescence antagonist assay; inhibition, % at 4.4 µM; 1.1% of 290,000 active; AID 1861; in the data active = inhibition above about 16%, passing the limit was not always enough;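 also: cells stimulated with the agonist NPW; 0% = agonist with vehicle and 100% = vehicle without agonist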
Target sequence (P48145 whole entry, looked up): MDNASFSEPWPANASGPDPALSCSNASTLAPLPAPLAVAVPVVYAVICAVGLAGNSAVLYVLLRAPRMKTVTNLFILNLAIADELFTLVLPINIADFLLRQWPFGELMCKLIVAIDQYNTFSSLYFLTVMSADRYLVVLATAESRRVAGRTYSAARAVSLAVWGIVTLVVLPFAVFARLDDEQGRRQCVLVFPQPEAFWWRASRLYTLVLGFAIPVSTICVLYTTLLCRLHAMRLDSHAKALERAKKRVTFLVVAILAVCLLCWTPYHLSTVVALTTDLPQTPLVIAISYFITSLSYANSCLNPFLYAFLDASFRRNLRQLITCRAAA
OXTR ag: agonists of human oxytocin receptor; activation, % at 3 µM; AID 2435; CHO-OTR cells, Fluo-8 calcium fluorescence; normalized: DMSO 0%, oxytocin 100%; 0.32% of 320,000 active;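 active = activation above the mean of all tested compounds plus 3 SD, cutoff set per screening run, cut at about 20% in these data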;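 also: peak over basal fluorescence ratio from a 100 s FLIPR kinetic read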
CHO parental Ca: signal in parental CHO cells, OX1R antagonist counter-screen. parental CHO-K1, ATP-induced calcium, Fluo-8 fluorescence. inhibition, % at 5.6 µM. 0.63% of 330,000 active;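 active = inhibition above that plate's mean sample inhibition plus 3 SD, cut at about 26% in these data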;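 also: 0% = ATP-challenged DMSO wells and 100% = DMSO wells without ATP; some compounds past the cut are filed as inactive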
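Test system: parental CHO cells; detection: calcium-sensitive Fluo-8 fluorescence; evaluation: percent inhibition of calcium signal; also added: ATP as calcium-mobilizing challenge; repeats: one well per compound; control set: ATP-challenged DMSO wells low, unchallenged DMSO wells high; compound: single nominal dose of 5.6 µM per compound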
M1 ag parental: nonselective activator or artifact in parental CHO-K1 cells | AID 602248 | 0.48% of 360,000 active | Fluo-8 calcium fluorescence; scaled to maximal ATP response, vehicle zero | activation, % at 3 µM; in the data active = activation above about 15%;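 also: untransfected CHO-K1 host cells lacking M1 receptor as counterscreen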
Active calls of the source: *; nt = no result given. Compounds were not picked by outcome. About 3.5% of those tested had a hit in this group.

SMILES	TAAR1 antag	V1aR counter	OXTR potentiator	CHO-K1 Ca antag	M1 PAM parental	GPR7 antagonist	OXTR ag	CHO parental Ca	M1 ag parental
Cc1cccc(CCN=C(N)NS(=O)(=O)c2ccccc2)c1	-15	2.5	-14	-9	-1	4	2.6	-11	1.1
Cc1ccc(S(=O)(=O)N2CCC(C(=O)NCc3cccnc3)CC2)cc1	-10	0.3	-2	-2	3	0	0.1	-13	0.0
Cc1ccc(C(=O)CSc2nsc(C)c2C#N)cc1	-7	-0.4	-15	-7	9	-12	-1.9	-20	1.1
CC1C(=O)c2ccccc2CC1C(=O)O (stereo unspecified)	-11	nt	nt	-9	2	nt	nt	nt	0.1
COc1ccc2[nH]c(C)c(C(=O)CN3CCN(C/C=C/c4ccccc4)CC3)c2c1	-28	1.3	-12	-23	21	11	8.4	-15	0.4
O=C(CSc1nnc(-c2ccccn2)o1)Nc1cccc(Cl)c1	2	5.3	-12	-16	10	0	4.7	-5	2.4
Cc1cc(S(=O)(=O)NCc2ccc(N3CCN(C)CC3)cc2)c(C)s1	-44	1.0	-4	-4	-2	-9	0.9	-4	0.3
C=CCn1c(SCC(=O)NC(=O)NCC(C)C)nnc1C1CCCCC1	-5	-0.8	-20	-4	-2	5	-1.6	0	0.2
Cc1ccc(S(=O)(=O)Nc2ccc(SC(F)F)cc2)c(C)c1	32	0.5	-2	-8	13	-13	-1.7	43*	1.4
O=C(Nc1ccc(S(=O)(=O)N2CCCC2)cc1)c1cccnc1Cl	-18	0.7	-7	10	7	nt	2.5	13	2.3
CCN(Cc1ccc2c(c1)OCO2)C(=O)/C=C/c1cccc(Br)c1	0	0.1	-10	-15	23	-9	0.7	-13	0.8
COCCCNC(=O)CN1C(=O)c2cccc3cccc1c23	-13	0.5	0	-4	2	-12	0.7	8	0.0
Cc1ccccc1-n1c(SCC(=O)N/N=C/C=C/c2ccccc2[N+](=O)[O-])nc2ccccc2c1=O	21	-0.2	-6	2	10	-5	-1.1	-5	1.2
O=C(NCCCN1CCOCC1)c1ccc(Cl)c([N+](=O)[O-])c1	-23	-0.3	-3	-4	18	nt	-0.1	-3	0.1
Cc1ccc(S(=O)(=O)N(C)C)cc1NC(=O)c1cncc(Br)c1	-4	0.3	-7	-11	18	-21	0.3	-20	-0.1
Cc1ccc(-c2cc(C(F)F)n3ncc(C(=O)Nc4c(C)nn(Cc5c(Cl)cccc5Cl)c4C)c3n2)cc1	-41	-0.1	-15	-10	17	-6	0.0	-14	-0.1
O=[N+]([O-])c1cc2c(cc1/C=N/Nc1nc(N3CCCC3)nc(N3CCCC3)n1)OCO2	4	-1.4	2	1	17	-9	-0.6	-9	0.1
C/C(Nc1ccc(Cl)cc1)=C(/C#N)C(N)=O	-1	-0.2	2	-3	17	-6	-1.4	-12	-0.5
COCCN1CCN(C(=O)c2cc(COc3ccc(F)cc3F)on2)CC1	-13	1.0	-3	7	-31	-15	0.0	-22	0.4
O=C(Nc1ccc(Cl)cc1)N(Cc1cccs1)Cc1cccs1	71*	3.9	-16	-7	21	-12	-0.5	-9	1.7

In a second layout: entries from further up.
Under each structure: TAAR1 antag | V1aR counter | OXTR potentiator | CHO-K1 Ca antag | M1 PAM parental | GPR7 antagonist | OXTR ag | CHO parental Ca | M1 ag parental
COCCCNC(=O)CN1C(=O)c2cccc3cccc1c23
→ -13 | 0.5 | 0 | -4 | 2 | -12 | 0.7 | 8 | 0.0
Cc1ccccc1-n1c(SCC(=O)N/N=C/C=C/c2ccccc2[N+](=O)[O-])nc2ccccc2c1=O
→ 21 | -0.2 | -6 | 2 | 10 | -5 | -1.1 | -5 | 1.2
O=C(NCCCN1CCOCC1)c1ccc(Cl)c([N+](=O)[O-])c1
→ -23 | -0.3 | -3 | -4 | 18 | nt | -0.1 | -3 | 0.1
Cc1ccc(S(=O)(=O)N(C)C)cc1NC(=O)c1cncc(Br)c1
→ -4 | 0.3 | -7 | -11 | 18 | -21 | 0.3 | -20 | -0.1

More entries:
SMILES	TAAR1 antag	V1aR counter	OXTR potentiator	CHO-K1 Ca antag	M1 PAM parental	GPR7 antagonist	OXTR ag	CHO parental Ca	M1 ag parental
COc1ccc(S(=O)(=O)N2CCOC2CNC(=O)C(=O)NCCc2ccccc2OC)cc1C (stereo unspecified)	3	1.0	-7	7	-2	2	1.3	-15	2.9
CCOc1ccc(C(C)C)cc1S(=O)(=O)N1CCN(C(=O)c2ccco2)CC1	-8	2.5	-12	-7	21	-19	-1.6	-25	2.8
Nc1c(Cl)cc(C2=NCCn3c2c2ccccc2[n+]3[O-])cc1Cl	-3	0.4	-2	1	-11	nt	-0.6	1	0.3
CCN(CC(=O)Nc1ccc(NC(C)=O)cc1)C(=O)c1ccc(=O)[nH]c1	-15	0.9	-2	11	-27	0	1.7	-10	-0.2
Cc1ccc(CNC(=O)C2CN(S(C)(=O)=O)c3cc(Cl)ccc3O2)cc1 (stereo unspecified)	19	-0.3	-11	-10	19	-4	0.1	-16	2.1
O=C(NC(=S)NCc1ccccc1)C1CCCCC1	5	-2.1	-17	-20	19	-8	-1.9	-16	-0.1
COCCNC(=O)Cn1nc(C(F)(F)F)cc1C	0	0.5	-3	-4	10	-12	-0.8	1	0.4
O=C(Nc1cc(S(=O)(=O)N2CCOCC2)ccc1N1CCOCC1)C1CCCO1 (stereo unspecified)	-2	0.8	-6	-14	17	-3	0.4	-3	0.3
O=C1OCCN1c1c(-c2ccccc2)c(-c2cccs2)nc2c(-c3ccccc3)cccc12	nt	1.0	-2	-23	19	-8	-0.3	-18	0.0
O=C(COc1ccc2ccccc2c1)Nc1cccnc1Cl	-4	5.1	-6	-10	3	-10	3.7	-27	5.8
COc1ccc(S(=O)(=O)N(C)c2ccc(C(=O)N3CCC(C(N)=O)CC3)cc2)cc1OC	9	0.4	6	25*	-11	-8	1.1	-9	-0.6
COC(=O)C(Cc1csc2ccc(Cl)cc12)NC(=O)c1ccc(Cl)cc1 (stereo unspecified)	24	0.6	-10	1	13	-6	-2.6	-12	0.5
O=C(NCCc1cn2ccccc2n1)c1cc(COc2c(F)cccc2F)on1	12	0.5	-8	9	-1	-6	-1.2	-19	2.7
COC1CCCN(C(=O)c2ccc3nc(Cc4cccc(Cl)c4)oc3c2)C1 (stereo unspecified)	-17	2.0	-1	4	19	-1	0.5	-10	0.9
CC(=O)Nc1ccc(S(=O)(=O)NNC(=O)c2cccc([N+](=O)[O-])c2)cc1	-18	nt	nt	-9	10	-14	nt	nt	0.3
CCOCCCNC(=S)N1CCN(Cc2ccc3c(c2)OCO3)CC1	1	0.9	-10	3	-17	-10	-0.2	8	0.1
Nc1c(Cl)cc(-c2csc(NC(CO)c3nc4ccccc4n3CCOCCO)n2)cc1Cl (stereo unspecified)	17	1.5	-11	8	-16	nt	1.1	-27	-0.3
O=S(=O)(NCc1ccco1)c1cccc2cccnc12	-4	1.3	-13	13	-4	-2	-1.0	-9	-0.1
COc1ccc(Cl)cc1NC(=S)NCCCN1CCCC1=O	16	0.1	-12	-8	9	-2	-0.3	-14	-0.7
CN(C)CCCNc1cc(Cl)c(S(=O)(=O)N2CCCCC2)cc1C(=O)O	-13	nt	nt	2	6	-13	nt	nt	0.1

Three structures out of the list, ordered by length of the SMILES, descending:
SMILES	TAAR1 antag	V1aR counter	OXTR potentiator	CHO-K1 Ca antag	M1 PAM parental	GPR7 antagonist	OXTR ag	CHO parental Ca	M1 ag parental
O=C1OCCN1c1c(-c2ccccc2)c(-c2cccs2)nc2c(-c3ccccc3)cccc12	nt	1.0	-2	-23	19	-8	-0.3	-18	0.0
COc1ccc(S(=O)(=O)N2CCOC2CNC(=O)C(=O)NCCc2ccccc2OC)cc1C (stereo unspecified)	3	1.0	-7	7	-2	2	1.3	-15	2.9
O=C(NC(=S)NCc1ccccc1)C1CCCCC1	5	-2.1	-17	-20	19	-8	-1.9	-16	-0.1

More structures follow:
SMILES	TAAR1 antag	V1aR counter	OXTR potentiator	CHO-K1 Ca antag	M1 PAM parental	GPR7 antagonist	OXTR ag	CHO parental Ca	M1 ag parental
CN(NC1OC(=O)c2ccccc21)c1ncc(C(F)(F)F)cc1Cl (stereo unspecified)	-6	-1.7	-4	-4	12	-1	-0.2	-5	1.2
Cc1ccc(S(=O)(=O)N2CCOCC2)cc1NC(=O)COC(=O)c1cccnc1Cl	-18	0.6	-2	-15	8	-17	1.0	-9	1.6
Fc1ccccc1-c1nc(NCc2ccccc2)c2ccccc2n1	-10	0.4	-14	0	-3	-17	-2.5	-14	0.0
COc1cccc(/C=C2\SC(=S)N(CCC(=O)NNC(=O)c3ccccc3OC)C2=O)c1	8	3.8	1	-16	13	-14	1.8	-9	3.2
Cn1c(=O)c2nnn(/N=C(\c3ccccc3)C3CC3)c2n(C)c1=O	10	-1.2	5	-14	14	1	-1.6	-13	0.4
Cc1ccccc1OCC(=O)NNC(=O)Nc1ccccc1	-13	-0.3	-8	-15	17	-10	-0.1	-10	0.5
Cc1ccc(S(=O)(=O)N2C[C@H]3n4c(=O)ccc(=O)n4C[C@H](OC(=O)NC4CC4)[C@@]3(O)C2)cc1	-8	nt	nt	-10	-3	nt	nt	nt	-0.3
O=C(O)c1ccc(Cl)c(NC(=S)NC(=O)c2ccccc2[N+](=O)[O-])c1	-22	0.7	-3	-13	14	-11	0.2	-9	0.3
O=C(COc1ncnc2cc([N+](=O)[O-])ccc12)NC1CCCCC1	-14	-0.7	-10	6	-8	-2	-1.2	9	2.7
Cc1ccc(C2(C)NC(=O)N(CC(=O)N(C)CC(=O)Nc3cccc(F)c3)C2=O)cc1 (stereo unspecified)	-3	-0.2	-2	8	-11	nt	0.2	-3	-0.1

Reformatted as labelled records: entries from further up.
molecule: Cn1c(=O)c2nnn(/N=C(\c3ccccc3)C3CC3)c2n(C)c1=O
  TAAR1 antag = 10
  V1aR counter = -1.2
  OXTR potentiator = 5
  CHO-K1 Ca antag = -14
  M1 PAM parental = 14
  GPR7 antagonist = 1
  OXTR ag = -1.6
  CHO parental Ca = -13
  M1 ag parental = 0.4
molecule: Cc1ccccc1OCC(=O)NNC(=O)Nc1ccccc1
  TAAR1 antag = -13
  V1aR counter = -0.3
  OXTR potentiator = -8
  CHO-K1 Ca antag = -15
  M1 PAM parental = 17
  GPR7 antagonist = -10
  OXTR ag = -0.1
  CHO parental Ca = -10
  M1 ag parental = 0.5
